# Source: PubChem (National Center for Advancing Translational Sciences (NCATS))
# LMNA splice mod – qHTS Assay for Modulators of Lamin A Splicing. Potency, µM (titrated, usually from 46.1 µM), without a hit: at the highest dose ratio change, negative = inhibition, usual class: inhibitors. HeLa LMNA splicing GFP/RFP minigene ratio, 48 h. 200,000 compounds, 0.01% hits; active = well fitted inhibition curve with a large enough effect in the signal ratio, with a control signal flat, not every such curve was filed as active; inconclusive = small, poorly fitted or top-dose-only effect, or effect the other way, or a change in a side signal; the % refers to the signal ratio
#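 S3 HeLa cells stably expressing lamin A-EGFP splicing minigene plus DsRed2, 600 cells/well, 48 h compound exposure at 37C. Laser-scanning cytometry; analysed as GFP (500-530 nm)/RFP (575-640 nm) total intensity ratio; 0.5% DMSO vehicle.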
# Tau fibril ThT – qHTS for Inhibitors of Tau Fibril Formation, Thioflavin T Binding. Microtubule-associated protein tau (Homo sapiens), P10636. recombinant tau K18 P301L (four-repeat tau fragment), heparin-induced fibrillization, ThT fluorescence. Potency, µM (highest dose often 57.4 µM), inactives show at the top dose activity, negative = inhibition, actives largely listed as inhibitors. 270,000 compounds, 2.1% hits. AID 1460, 2008; active = well fitted inhibition curve with a large enough effect; inconclusive = small, poorly fitted or top-dose-only effect; also: nearly all actives have a fitted effect of over 55% in size
# Target sequence (P10636 561-689 P618L limits assumed): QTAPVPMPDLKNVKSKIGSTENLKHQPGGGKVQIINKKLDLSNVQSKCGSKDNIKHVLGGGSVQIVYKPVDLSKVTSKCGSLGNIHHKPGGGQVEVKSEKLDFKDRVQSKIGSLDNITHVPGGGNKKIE
#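 Heparin-induced (20 uM) aggregation of recombinant human K18 P301L tau, 15 uM unlabeled with 0.24 uM labeled, pH 7 acetate buffer, 6 hr at 37 C with compound. Fibrils quantified by 30 uM ThT fluorescence after 1 hr ambient incubation.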
# * hit, by the source's call; ? = inconclusive; [ ] = another dose, or the depositor's remark. % is scaled to controls: 0 for no effect and ±100 for the full control effect; potency is read from the fitted curve at half-maximal effect.
# Sequence of screens: LMNA splice mod | Tau fibril ThT
CCOc1ccc(NC(=O)c2sc(-n3nc(C)c(CCC(C)C)c3C)nc2C)cc1
    9%[46 µM] | ?
Cc1cc(C(=O)NCc2ccccc2)c2c(C)nn(-c3cccc(Cl)c3C)c2n1
    ? | 3%
Cc1ccc2c(c1)N(C(=O)N1CCC(C(=O)NCc3cccs3)CC1)CC(C)O2 (stereo not drawn)
    -5%[46 µM] | -2%
COc1ccc(-c2cnnn2-c2ccc(NC(=O)c3ccc(S(=O)(=O)N(C)C)cc3)cc2)cc1
    2%[46 µM] | 1%
CCOc1ccc(S(=O)(=O)Nc2ccc(-c3ccc(N4CCCC4)nn3)cc2)cc1
    2%[46 µM] | -5%
CCc1ccc(Sc2cc(C(=O)NC(C)CC)c3ccccc3n2)cc1 (stereo not drawn)
    7%[46 µM] | -14%
CCc1ccc(NC(=O)c2ccc(F)c(S(=O)(=O)N3CCC4(CC3)OCCO4)c2)cc1
    -7%[46 µM] | 4%
COc1ccccc1CNC(=O)CN1C(=O)CCn2nc(-c3ccccc3)cc21
    -15%[46 µM] | -4%
CC(=O)Nc1ccc2nc(SCCOc3ccccc3)sc2c1
    3%[46 µM] | -11%
COc1ccccc1N1CCN(CCCNC(=O)Cn2ncc3c([nH]c4ccccc43)c2=O)CC1
    -1%[46 µM] | -13%
CCc1cnc2c(c1SCC(=O)c1ccccc1)c(=O)n(C)c(=O)n2C
    -2%[46 µM] | -5%
Cc1cc(C)cc(NC(=O)N2CCC(CN3CCCCCC3)CC2)c1
    -12%[46 µM] | ?
Cn1cc(S(=O)(=O)N2CCCCCC2)cc1C(=O)N1CCN(c2cccc(C(F)(F)F)c2)CC1
    ? | 0%
CCCNC(=O)Cn1nc(-c2ccc(C)c(C)c2)c2cnc3ccc(OC)cc3c21
    ? | ?
CCCN(CCC)CCCNC(=O)c1sc2nc3n(c(=O)c2c1C)CCC3
    8%[46 µM] | ?
O=C(NC1CC(=O)N(c2ccc(F)cc2)C1)C1CCCC1 (stereo not drawn)
    ? | -2%
Cc1ccc2onc(CC(=O)N3CCN(c4ccc(Cl)cc4)CC3)c2c1
    ? | -1%
COc1ccc(-c2ccc(NS(=O)(=O)c3ccc(C(C)=O)cc3)cc2)nn1
    ? | -11%
CCOC(=O)c1ccc(NC(=O)c2cn3c4c(ccc(Cl)c4c2=O)OC(C)C3)cc1 (stereo not drawn)
    10%[46 µM] | 1%
COC(=O)c1cnc(NCc2ccc(F)cc2)c2ccccc12
    -23%[46 µM] | -7%

# Single records, from the list above:
# Listed for `COc1ccc(-c2ccc(NS(=O)(=O)c3ccc(C(C)=O)cc3)cc2)nn1` = LMNA splice mod: ?; Tau fibril ThT: -11%
# Listed for `Cc1cc(C)cc(NC(=O)N2CCC(CN3CCCCCC3)CC2)c1` = LMNA splice mod: -12%[46 µM]; Tau fibril ThT: ?
# Listed for `CCOC(=O)c1ccc(NC(=O)c2cn3c4c(ccc(Cl)c4c2=O)OC(C)C3)cc1` (stereo not drawn) = LMNA splice mod: 10%[46 µM]; Tau fibril ThT: 1%

# Later entries.
# Sequence of screens: LMNA splice mod | Tau fibril ThT
Cc1c(CCNC(=O)c2ccc(C(C)(C)C)cc2)sc2nc(-c3ccc(F)cc3)nn12
    6%[46 µM] | ?
O=C(NCc1ccccc1Cl)C1=Cc2cc(Br)ccc2OC1
    1%[46 µM] | 5%
CC(C)c1ccc(C(=O)Nc2cc(-c3ccccc3F)nn2-c2ccccc2)cc1
    ? | 0%
Cc1ccc(CSCc2ccc(C(=O)NCCc3ccc(Cl)cc3)o2)cc1
    -28%[46 µM] | -16%
CCOc1ccc(CCNC(=O)c2sc3nc4n(c(=O)c3c2C)CCCC4)cc1OCC
    ? | -9%
Cc1cc(C)c2nc(N(Cc3cccnc3)C(=O)c3cccs3)sc2c1
    ? | -17%
CCOc1ccc(NC(=O)c2cc(S(=O)(=O)N3CCOCC3)ccc2F)cc1
    -9%[46 µM] | 1%
COc1ccc(C)cc1S(=O)(=O)NCC(c1ccc(N(C)C)cc1)N1CCc2ccccc21 (stereo not drawn)
    ? | ?
COc1cccc(CNC(=O)c2ccc3c(c2)nc2n3CCCCC2)c1OC
    -10%[46 µM] | -2%
CCOc1ccc(NC(=O)CSC2=Nc3ccccc3C3=NC(CCC(=O)NCc4cccs4)C(=O)N23)cc1 (stereo not drawn)
    7%[46 µM] | -11%
O=C(Nc1ccccc1)N(Cc1ccc(F)cc1)c1ccccn1
    15%[46 µM] | -7%
O=S(=O)(NCc1ccccc1Cl)c1ccc(-c2cnc(C3CC3)o2)cc1
    ? | -8%
CC(C)c1ccc(CN(Cc2ccco2)c2cnc(S(C)(=O)=O)nc2C(=O)Nc2ccccc2)cc1
    7%[46 µM] | -8%
N#Cc1ccccc1NC(=O)C(=O)NCC(c1cccnc1)N1CCN(c2ccccc2)CC1 (stereo not drawn)
    ? | 0%
COc1ccc(NC(=O)Cn2cc(C(=O)c3cccs3)c3ccccc32)cc1
    2%[46 µM] | 4%
CCC(Oc1ccccc1)C(=O)N1CCN(Cc2cc(=O)n3nc(-c4cccc(C)c4)sc3n2)CC1 (stereo not drawn)
    ? | ?
COc1ccccc1CN1CCC(CNC(=O)c2cnn(-c3ccc(C)c(C)c3)c2C2CCN(C(=O)OC(C)(C)C)CC2)CC1
    ? | -10%
Cc1ccc(C(=O)NCC(c2cccnc2)N2CCc3ccccc32)cc1C (stereo not drawn)
    11%[46 µM] | -6%
COc1ccccc1NC(=O)N1CCN(Cc2nc3ccc(C)cc3o2)CC1
    -4%[46 µM] | -5%
Cn1cc(S(=O)(=O)c2ccccc2)c(=O)c2cc(F)c(N3CCN(c4ccc(F)cc4)CC3)cc21
    13%[46 µM] | -10%
CC(C)C(=O)Nc1ccc2nc(SCC(=O)N3CCCC3)sc2c1
    ? | 6%
COC(=O)c1sc2cccc(F)c2c1S(=O)(=O)N1CCN(c2cccc(OC)c2)CC1
    -10%[46 µM] | -3%
CC(=O)Nc1cccc(NC(=O)CSc2nccn2Cc2ccccc2)c1
    ? | -5%
COc1ccc(NC(=O)COCc2cc(-c3ccco3)on2)cc1Cl
    2%[46 µM] | ?
CC(C)c1nc2ccc(C(=O)NCCCN3CCN(c4cccc(Cl)c4)CC3)cc2o1
    ? | ?
Cc1cc2c(cc1S(=O)(=O)Nc1cccc(Cl)c1C)OCCN2C
    0%[46 µM] | -17%
N#Cc1ccccc1NC(=O)C(=O)NCC(c1ccc2c(c1)OCO2)N1CCOCC1 (stereo not drawn)
    -3%[46 µM] | 5%
COc1cccc(N2CCN(C(=O)c3cc4c(=O)n(Cc5cccnc5)ccc4nc3C)CC2)c1
    -13%[46 µM] | 0%
O=C(NCCc1ccccc1)C(=O)NCC(c1ccco1)S(=O)(=O)c1ccccc1 (stereo not drawn)
    2%[46 µM] | 14%
COc1ccc(C(=O)Nc2nnc(S(=O)(=O)N3CCN(c4ccc(F)cc4)CC3)s2)cc1
    1%[46 µM] | ?

# Going on with the list.
SMILES	LMNA splice mod	Tau fibril ThT
CCOC(=O)C1CCC(CN(Cc2c(Cl)cccc2Cl)S(=O)(=O)c2ccc(Cl)cc2)CC1 (stereo not drawn)	?	2%
CCN(c1ccccc1C)S(=O)(=O)c1nnc(NC(=O)c2ccc(OC)c(OC)c2)s1	16%[46 µM]	-13%
CCc1ccc(S(=O)(=O)c2cn(CC)c3cc(N4CCCCC4)c(F)cc3c2=O)cc1	7%[46 µM]	-11%
CCC1CN(C(=O)Nc2cc(Cl)c(OC)cc2OC)c2ccccc2O1 (stereo not drawn)	20%[46 µM]	0%
CCOc1ccccc1CN1CCc2nc(N3CCN(C)CC3)ncc2C1	?	-14%
COc1cccc(NC(=O)C2CCN(c3nn4cc(-c5ccc(F)cc5)nc4s3)CC2)c1	-5%[46 µM]	-8%
CC(C)c1cnc2c(c1SCC(=O)Nc1cccc([N+](=O)[O-])c1)c(=O)n(C)c(=O)n2C	-9%[46 µM]	-12%
Cc1cccc(OCC(=O)Nc2nnc(S(=O)(=O)N3CCc4ccccc43)s2)c1	?	?
O=C(Nc1ccc(C(=O)N2CCN(c3ccc(Cl)cc3)CC2)cc1)c1nsc2ccccc12	-8%[46 µM]	-14%
COc1ccc(-c2nc3sc(CCNC(=O)c4ccco4)c(C)n3n2)cc1	0%[46 µM]	?
O=C(CS(=O)(=O)c1cccc2nsnc12)NCc1ccccc1Cl	-4%[46 µM]	2%
CC1CCC(NC(=O)c2ccc3c(c2)N(Cc2cccc(Cl)c2)C(=O)c2ccccc2S3=O)CC1 (stereo not drawn)	10%[46 µM]	6%
O=C(CSc1nc2ccccc2nc1Cc1ccc(Cl)cc1)N1CCN(c2ccccc2)CC1	5%[46 µM]	?
Cc1cccc(N2CCN(C3(c4ccccc4)C(=O)c4ccccc4C3=O)CC2)c1C	?	-8%
COc1ccc(OC)c(NC(=O)N2CCC(CN3CCCCC3)CC2)c1	-20%[46 µM]	-5%
CSc1ccc(CCNc2ncnc3onc(-c4ccc(Cl)cc4)c23)cc1	-3%[46 µM]	-6%
O=S1(=O)c2ccccc2N(Cc2ccccc2)c2ccccc21	-3%[46 µM]	-10%
COc1ccc(C2C(=O)N(C3CCC(C)CC3)CC(=O)N2Cc2ccccc2Cl)cc1OC (stereo not drawn)	-18%[46 µM]	-15%
Cc1cc(C)cc(NC(=O)C2CCN(S(=O)(=O)c3cn(C)cn3)CC2)c1	-4%[46 µM]	5%
CCOc1ccccc1NC(=O)CN1CCN(S(=O)(=O)c2ccc(Br)cc2)CC1	4%[46 µM]	-2%

# Four compounds drawn at random from those above, as already listed:
SMILES	LMNA splice mod	Tau fibril ThT
O=C(CSc1nc2ccccc2nc1Cc1ccc(Cl)cc1)N1CCN(c2ccccc2)CC1	5%[46 µM]	?
Cc1cc(C)cc(NC(=O)C2CCN(S(=O)(=O)c3cn(C)cn3)CC2)c1	-4%[46 µM]	5%
O=C(CS(=O)(=O)c1cccc2nsnc12)NCc1ccccc1Cl	-4%[46 µM]	2%
CC(C)c1cnc2c(c1SCC(=O)Nc1cccc([N+](=O)[O-])c1)c(=O)n(C)c(=O)n2C	-9%[46 µM]	-12%

# (more compounds)
SMILES	LMNA splice mod	Tau fibril ThT
COc1ccc(OCC(=O)OCc2cc(=O)n3nc(C4CC4)sc3n2)cc1	?	-11%
COc1cccc(NC(=O)C2=C(C)C(=O)OC23CCN(C(C)=O)CC3)c1	?	4%
O=S(=O)(c1ccccc1)N1CCC(c2ccncc2)CC1	2%[46 µM]	2%
CCOc1ccccc1CNC(=O)c1cn(-c2ccc(OC)cc2)c(=O)c2ccccc12	?	?
O=[N+]([O-])c1ccc(C(c2sc3nc(-c4ccco4)nn3c2O)N2CCC3(CC2)OCCO3)cc1 (stereo not drawn)	8%[46 µM]	-11%
FC(F)(F)c1cccc(-n2cc(-c3ccccc3)c3c(N4CCCCC4)ncnc32)c1	?	5%
CCN1CCc2c(sc(NC(=O)CSc3ccccc3)c2-c2nc3ccccc3s2)C1	?	-10%
O=S(=O)(NCC(c1cccs1)S(=O)(=O)c1ccccc1)c1ccc(F)cc1 (stereo not drawn)	-11%[46 µM]	2%
CN(C)c1ccc(C(CNC(=O)c2ccccc2Cl)N2CCc3ccccc32)cc1 (stereo not drawn)	?	?
CCCCOc1ccc(C(=O)Nc2nnc3n2CCS3)cc1	10%[46 µM]	-10%
Cc1cccc(CNC(=O)CCCn2c(=O)c3cccn3c3ccc(F)cc32)c1	?	0%
COc1cccc(CNC(=O)N2CCc3c(sc4c3CCCC4)C2c2ccc(F)cc2)c1 (stereo not drawn)	-20%[46 µM]	-4%
COc1ccccc1OC(C)C(=O)Nc1cccc(-c2nc3ccccc3s2)c1 (stereo not drawn)	20%[46 µM]	-16%
CC1=C(C(=O)NCc2ccccc2C)C2(CCCCCC2)OC1=O	?	12%
COc1cc(NS(=O)(=O)c2cc3c(cc2C)n(C)c(=O)c(=O)n3C)cc(OC)c1	-9%[46 µM]	5%
CCCCN(Cc1ccco1)C(=O)Cn1ncc2c([nH]c3ccccc32)c1=O	2%[46 µM]	-12%
Cc1cccc(NC(=O)c2c(C)oc3ncnc(N4CCCCC4)c23)c1C	1%[46 µM]	-3%
CCC1CCCCN1S(=O)(=O)c1cc2c(cc1C)NC(=O)CO2 (stereo not drawn)	16%[46 µM]	?
COc1ccc(NC(=O)C(=O)NCCc2csc(-c3ccc(Cl)cc3)n2)cc1	?	-14%
O=C(CSC1=Nc2ccccc2N=C(c2ccc(F)cc2)C1)Nc1ccccc1	-15%[46 µM]	-6%
COc1ccc(CCC(=O)NCCc2csc(-c3cccc(F)c3)n2)cc1	?	-7%
Oc1cccc(Nc2cc(-c3ccccc3)ncn2)c1	2%[46 µM]	15%
CCCSCCCNC(=O)c1ccc2c(c1)sc1nc(-c3ccc(OCC)cc3)cn12	-1%[46 µM]	4%
CCN(c1cc(C)cc(C)c1)S(=O)(=O)c1nnc(NC(=O)C2CCCCC2)s1	13%[46 µM]	?
Cc1ccc(-n2ncc3c(Nc4cccc(C)c4)ncnc32)cc1	9%[46 µM]	6%
Cc1cc(C)cc(OCC(=O)N2CCC(c3nc4ccccc4s3)CC2)c1	?	-16%

# These rows are one share of the data (hit frequency here may not be typical).
